PolyA inhibitor: inhibitors of polyadenylation in S. cerevisiae. S. cerevisiae SKY197-pL101 polyadenylation reporter, beta-gal luminescence; efflux-impaired pdr1/pdr3 knockout yeast; score 100 = 6 SD above DMSO. AID 1875. calls only at 12 µM. 0.02% of 300,000 active;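 active = lowest replicate activity score at least 50, where 100 means six control SD above control mean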;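 also: yeast exposed to compound for 9 h at 30 °C; higher score means more reporter readthrough which indicates perturbed polyadenylation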
TRPC4 act: activators of mouse TRPC4 channel | 0.49% of 310,000 active | AID 2237 | B-score at 10 µM | HEK293 TRPC4beta/mu-opioid, Fluo4 calcium fluorescence; active compounds read high | Q9QUQ5;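 active = B-score above 5 SD of library B-scores, and initial fluorescence ratio not above library mean plus 5 SD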;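 also: positive B-score marks a calcium rise read as TRPC4 activation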
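System: HEK293 cells stably co-expressing mouse TRPC4beta and mu-opioid receptor; Schedule: Fluo4 dye loading 45 min at room temperature, 110 s recording; Detection: Fluo4 fluorescence, kinetic; Evaluation: B-scored integrated calcium fluorescence ratio; Controls: buffer (low) and maximal DAMGO (high).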
MrgX1 antag: human MrgX1 receptor antagonism, primary screen. B-score at 10 µM. 1.3% of 310,000 active. Q96LB2. AID 588676. MRGX1-HEK293 calcium flux, Fluo-4, BAM8-22 antagonism; active compounds read low;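 active = calcium-response B-score plate-corrected more than 3 library SD below zero, starting fluorescence within 5 deviations, no agonist response on first addition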;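 also: peak minus trough fluorescence over baseline after final BAM8-22 challenge near maximal dose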
HIF act: HIF pathway transcriptional activation. U2OS HRE-luciferase reporter, luminescence; normalized: DMSO 0%, desferrioxamine 100%. activation, % at 7.5 µM (by protocol). 0.32% of 300,000 active;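 active = mean activation of at least 10% of the iron chelator positive control signal, with at least half of replicates also reaching 10%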
TRPC6 activator: mouse TRPC6 channel activation; Q61143; HEK293-TRPC6 membrane potential dye fluorescence; active compounds read high; B-score at 10 µM; 0.13% of 310,000 active;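 active = B-score of the integrated fluorescence ratio above library mean plus 3 SD, and starting fluorescence ratio within library mean plus 5 SD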;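 also: higher score means more depolarization so channel activation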
Target sequence (Q61143 whole entry, looked up): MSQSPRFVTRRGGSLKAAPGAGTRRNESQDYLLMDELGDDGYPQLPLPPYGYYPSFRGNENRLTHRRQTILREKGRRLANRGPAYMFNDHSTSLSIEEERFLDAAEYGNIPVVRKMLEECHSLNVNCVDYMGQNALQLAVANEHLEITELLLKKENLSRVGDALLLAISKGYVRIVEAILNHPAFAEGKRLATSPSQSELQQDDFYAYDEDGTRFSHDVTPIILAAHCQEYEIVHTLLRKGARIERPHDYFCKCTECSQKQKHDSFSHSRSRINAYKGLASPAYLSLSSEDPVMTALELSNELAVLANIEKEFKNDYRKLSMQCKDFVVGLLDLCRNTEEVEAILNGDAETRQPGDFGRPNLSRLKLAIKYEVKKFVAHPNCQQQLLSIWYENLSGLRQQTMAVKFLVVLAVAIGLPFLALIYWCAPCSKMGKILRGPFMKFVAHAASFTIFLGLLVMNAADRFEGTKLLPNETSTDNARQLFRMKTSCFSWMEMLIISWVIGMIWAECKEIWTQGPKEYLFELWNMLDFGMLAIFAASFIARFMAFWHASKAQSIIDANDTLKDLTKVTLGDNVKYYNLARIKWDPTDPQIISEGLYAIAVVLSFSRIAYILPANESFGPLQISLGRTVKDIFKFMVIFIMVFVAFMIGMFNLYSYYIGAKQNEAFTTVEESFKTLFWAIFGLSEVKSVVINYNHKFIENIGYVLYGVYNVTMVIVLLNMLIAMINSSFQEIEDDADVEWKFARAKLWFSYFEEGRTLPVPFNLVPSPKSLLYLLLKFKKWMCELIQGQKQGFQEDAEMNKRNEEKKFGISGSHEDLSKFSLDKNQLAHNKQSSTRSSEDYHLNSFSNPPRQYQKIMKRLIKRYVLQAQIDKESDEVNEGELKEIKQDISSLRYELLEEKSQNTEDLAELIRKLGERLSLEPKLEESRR
AI-2 QS mod: Vibrio harveyi AI-2 quorum sensing modulation; Vibrio harveyi JMH597 AI-2 luminescence/OD600 ratio, 9 h; active compounds read low; strain lacks LuxN and CqsS sensors; 0 = neutral-control median; 0.4% of 300,000 active; activity change, % at 7.5 µM; AID 2094; in the data active = activity change below about -75%, passing the limit was not always enough;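 also: luminescence divided by OD600 gain over 9 h not by final OD600 alone; inactives centre near 13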
TRPC4 potent: allosterically enhances the mouse TRPC4 cation channel; AID 2227; B-score at 10 µM; HEK293 TRPC4beta/mu-opioid, DAMGO EC20, Fluo-4 Ca2+ flux; active compounds read high; 0.42% of 310,000 active; Q9QUQ5;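 active = B-score of calcium response area above 5 SD of library B-scores, with initial fluorescence ratio within 5 SD of library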;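 also: B-score of integrated fluorescence ratio over time as area under calcium response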
MrgX1 PAM: human MrgX1 positive allosteric modulation, primary screen; Q96LB2; MrgX1-HEK293, Fluo-4 calcium flux, FDSS; active compounds read high; B-score at 10 µM; 0.63% of 310,000 active; AID 588675;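 active = plate-corrected calcium response at least 3 library SD above typical, normal starting fluorescence, not activating the receptor alone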;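 also: compound read alongside a low EC10 to EC30 dose of BAM8-22 agonist; peak minus trough fluorescence over baseline measured at the second addition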
TRPC6 inhibitor: blocks the mouse TRPC6 cation channel | Q61143 | HEK293-TRPC6, membrane potential dye, ACh-evoked depolarization; active compounds read low | B-score at 10 µM | 1.1% of 310,000 active | AID 2553;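 active = B-score under library mean minus 3 SD, initial fluorescence not abnormally high, positive integrated signal ratio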;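 also: B-score derived from integrated fluorescence ratio over the kinetic read; more negative B-score means stronger inhibition of depolarization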
MrgX1 agonist: human MrgX1 receptor agonism, primary screen | AID 588627 | Q96LB2 | MrgX1-HEK293 cells, Fluo-4 calcium fluorescence, agonist mode; active compounds read high | B-score at 10 µM | 0.44% of 310,000 active;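 active = calcium response B-score plate-corrected fluorescence ratio at least 3 library SD, with starting fluorescence B-score inside 5 SD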
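Assay system: stable human MrgX1 HEK293 cell line. Quantity: 15,000 cells per well. Schedule: cells plated overnight, dye loaded 0.5 h 37 °C, 0.5 h room temperature. Detection: Fluo-4 NW calcium-flux fluorescence, kinetic read. Read-out basis: peak-minus-minimum fluorescence over baseline, converted to B scores. Control set: positive and negative control wells on each plate.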
TRPC4 block: blocks the mouse TRPC4 cation channel; Q9QUQ5; HEK293 TRPC4beta/mu-opioid, DAMGO-evoked Fluo4 calcium flux; active compounds read low; B-score at 10 µM; 0.39% of 300,000 active;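 active = B-score over 3 SD under the library average, no early fluorescence shift, positive overall ratio signal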
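Material: HEK293 cells with stable TRPC4beta plus mu-opioid receptor expression; probe or stimulus: DAMGO in two steps, submaximal then maximal; technique: Fluo4 calcium fluorescence by kinetic imaging, 5 s 1 Hz baseline; measure: integrated fluorescence ratio relative to baseline, converted to per-well B score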
* marks the source's active call; other numbers are inactive results; i = inactive; / = no result given. Some of the compounds tested (hit frequency here may not be typical).

smiles	PolyA inhibitor	TRPC4 act	MrgX1 antag	HIF act	TRPC6 activator	AI-2 QS mod	TRPC4 potent	MrgX1 PAM	TRPC6 inhibitor	MrgX1 agonist	TRPC4 block
COc1ccc(C2c3c(-c4ccccc4O)n[nH]c3C(=O)N2Cc2ccco2)cc1 (configuration not stated)	i	i	i	-0.5	i	0.1	i	i	i	i	i
COc1ccc(CN(C)C(=O)Cc2c[nH]c3ccccc23)c(OC)c1OC	i	i	i	-1.4	i	28.7	i	i	i	i	i
CC1=Nc2ccccc2NC(=O)C1Sc1nnc(C)s1 (configuration not stated)	i	i	i	-0.5	i	2.3	i	i	i	i	i
Cc1ccccc1Cn1c(O)c(N=NC(=S)Nc2ccccc2F)c2ccccc21	i	i	i	0.2	i	-7.0	i	i	i	i	i
CC(=O)c1ccc(S(=O)(=O)NCCCC(=O)NCCc2ccccn2)cc1	i	i	i	-0.6	i	19.5	i	i	i	i	i
CCOC(=O)N1CCN(CC(=O)Nc2sccc2C#N)CC1	i	i	i	0.4	i	6.5	i	i	i	i	i
CC(C(=O)Nc1cccc([N+](=O)[O-])c1)[n+]1ccccc1 (configuration not stated)	i	i	i	0.0	i	14.4	i	i	i	i	i
Fc1ccc(N2CCN(Cc3c[nH]c4ccccc34)CC2)cc1	i	i	i	-0.4	i	15.3	i	i	i	i	i
Cc1ccc(NC(=O)CN(c2ccc3c(c2)OCO3)S(=O)(=O)c2c(C)n[nH]c2C)cc1	i	i	i	/	i	30.9	i	i	i	i	i
O=[N+]([O-])c1ccc(O)c(-c2nn[nH]n2)c1	i	i	i	0.3	i	-0.8	i	i	i	i	i
O=C(CCN1C(=O)C2CC=CCC2C1=O)Nc1cc(C(F)(F)F)ccc1N1CCCC1 (configuration not stated)	i	i	i	-0.4	i	12.7	i	i	i	i	i
O=C(c1ccc([N+](=O)[O-])cc1)N1CCN=C1SCc1ccccc1	i	i	i	0.4	i	-1.8	i	i	i	i	i
Cc1ccc(N(CCC#N)C(=O)COC(=O)C2CCN(S(=O)(=O)c3ccc4c(c3)OCCO4)CC2)cc1	i	i	i	-0.1	i	20.1	i	i	i	i	i
N=C1C(c2nc(-c3ccc(F)cc3)cs2)=C(O)CN1CCCN1CCOCC1	i	i	i	-2.3	i	82.8	i	i	i	i	i
CCC(C(=O)O/N=C(\N)c1ccccc1)c1ccccc1 (configuration not stated)	i	i	i	-47.4	i	36.4	i	i	i	i	i
CC(C)NC(=O)c1cc(-c2ccco2)on1	i	i	i	2.7	i	18.1	i	i	i	i	i
COc1ccc(CCNC(=O)C(C(=O)c2ccc(F)cc2)n2ccccc2=O)cc1OC (configuration not stated)	i	i	i	-0.3	i	8.5	i	i	i	i	i
CCc1ccc(NC(=O)c2cc(-c3ccc(OC)cc3)on2)cc1	i	i	i	0.6	i	17.5	i	i	i	i	/
Brc1ccc(-c2noc(COc3ccc4ccccc4c3)n2)o1	i	i	i	0.3	i	8.7	i	i	i	i	i
COc1cccc(/C=N/n2c(C3CCCCC3)n[nH]c2=S)c1OC	i	i	i	-0.6	i	13.2	i	i	i	i	i
Cn1c(=O)c2c(nc(Oc3ccccc3Br)n2C)n(C)c1=O	i	i	i	-0.4	i	35.1	i	i	i	i	i
CCOC(=O)c1c(NC(=O)CN2CCCCC2)sc2c1CCCC2O (configuration not stated)	i	i	i	-0.5	i	7.8	i	i	i	i	i
COc1ccc(OC)c(C(=O)c2coc3cc(Br)c(O)c(Br)c23)c1	i	i	i	-0.8	i	14.3	i	i	i	i	i
Cc1ccc(C23CC4CC(CC(C(=O)OCC(=O)N(C)C)(C4)C2)C3)cc1	i	i	i	0.7	i	15.2	i	i	i	i	i
O=C(c1ccc(CS(=O)(=O)c2ccccc2)o1)N1CCN(c2ccccc2)CC1	i	i	i	0.2	i	/	i	i	i	i	i
COc1ccccc1C(=O)NCCC(=O)N1CCCC(C)C1 (configuration not stated)	i	i	i	-0.2	i	22.6	i	i	i	i	i
O=C(CN(C(=O)c1ccc(Cl)cc1Cl)N1C(=O)C2C3C=CC(C3)C2C1=O)c1ccc(F)cc1 (configuration not stated)	i	i	i	0.1	i	29.8	i	i	i	i	i
COc1ccccc1NC(C)C(=O)N/N=C/c1ccccc1OCc1cccc(Br)c1 (configuration not stated)	i	i	i	0.0	i	13.1	i	i	i	i	i
COCn1c(COc2ccc3ccccc3c2)nc2ccccc21	i	i	i	3.6	i	7.4	i	i	i	i	i
COc1ccc(CCNC(=O)CN2C(=O)NC(C)(c3ccc([N+](=O)[O-])cc3)C2=O)cc1 (configuration not stated)	i	i	i	0.4	i	-67.0	i	i	i	i	i
Cc1cc(C)cc(NC(=O)CNC(c2ccccc2)c2ccccc2)c1	i	i	i	-0.3	i	14.9	i	i	i	i	i
N#C/C(=C\c1cn(Cc2ccccc2C#N)c2ccccc12)C(=O)NCc1cccs1	i	i	i	-0.7	i	17.4	i	i	i	i	i
NCCCC[C@@H](C(=O)NCCCCCCCCCCC(=O)N1CCNCC1)n1cc(CCCC(=O)O)nn1	i	/	i	-1.3	/	28.5	/	i	/	i	/
COc1ccc(COC(=O)Nc2cn(C)nc2C(F)(F)F)cc1	i	i	i	-0.3	i	26.4	i	i	i	i	i
CCc1ccc(NC(=O)CSc2nc3ccccc3nc2N2CCCCC2)cc1	i	i	i	0.8	i	3.0	i	i	i	i	i
COc1cccc(CC(=O)Nc2ccc3nc(C)sc3c2)c1	i	i	i	0.5	i	15.7	i	i	i	i	i
CC1CC(C)(C)CC2(C1)NC(=O)N(CC(=O)NCc1ccccc1F)C2=O (configuration not stated)	i	i	i	-0.1	i	31.5	i	i	i	i	i
CC(=O)N(C)c1ccc(N2CCOCC2)c2c1C(=O)c1ccccc1C2=O	i	i	i	-0.4	i	11.7	i	i	i	i	i
CN(CC(=O)Nc1ccc(F)cc1)C(=O)c1ccc(-c2ccc(Cl)cc2)o1	i	i	i	1.3	i	19.0	i	i	i	i	i
COc1ccc(CCNC(=S)NC(=O)c2ccc(Br)cc2)cc1OC	i	i	i	-0.1	i	62.3	i	i	i	i	i
Cc1cc2oc(=O)cc(Cn3ccnc3)c2cc1Cl	i	i	i	-0.1	i	7.9	i	i	i	i	i
CC(C)c1ccc2[nH]c(O)c(N=NC(=O)c3cccc(S(=O)(=O)Nc4cccc(Cl)c4)c3)c2c1	i	i	i	0.0	i	11.9	i	i	i	i	i
Cc1oc(-c2ccc(Cl)cc2)nc1CN1CCCC(C(=O)NCc2ccccn2)C1 (configuration not stated)	i	i	i	-0.8	16.1*	11.2	i	i	-5.8*	i	i
Cc1ccc2c(c1)N(S(=O)(=O)c1ccc(CN3C(=O)c4cccnc4C3=O)s1)CCO2	i	i	i	0.4	i	-0.7	i	i	i	i	i
Cn1c(=O)c2c(nc(NCc3cccnc3)n2Cc2cccc(C(F)(F)F)c2)n(C)c1=O	i	i	i	-0.6	i	-0.8	i	i	i	i	i
COc1ccccc1CNc1ncnc2cc(OC)c(OC)cc12	i	i	i	0.1	i	15.1	i	i	i	i	i
CCSc1cnn(-c2ccccc2)c(=O)c1Cl	i	i	i	-0.7	i	14.1	i	i	i	i	i
O=C(CNC(=O)c1ccc(OC(F)F)cc1)NCC1CCCO1 (configuration not stated)	i	i	i	0.3	i	27.3	i	i	i	i	i
Cc1c(CCOC(=O)CC23CC4CC(CC(C4)C2)C3)sc[n+]1CC(=O)c1ccc(Br)cc1	i	i	i	0.1	i	39.1	i	i	i	i	i
Cc1ccc(CNC(=O)CCCNC(=O)c2ccc(Cl)cc2)n1C	i	i	i	-0.8	i	9.1	i	i	i	i	i
O=C(C1CCN(S(=O)(=O)N2CCOCC2)CC1)N1CCN(c2ccccc2F)CC1	i	i	i	0.0	i	14.2	i	i	i	i	i
CCOC(=O)c1nc2sc3c(c2c(=O)n1C(C)C(=O)OCC)CCCC3 (configuration not stated)	i	i	i	0.1	i	13.0	i	i	i	i	i
CN1CCN(C(=O)/C(=C\c2cccnc2)NC(=O)c2cccc(Br)c2)CC1	i	i	i	-0.3	i	6.3	i	i	i	i	i
OCC[C@@H]1C[C@H](O)[C@@H](O)[C@@]2(OCCc3ccccc32)O1	i	i	i	-0.8	i	6.4	i	i	i	i	i
COc1ccc(Cl)cc1NC(=O)C1CCCN(S(C)(=O)=O)C1 (configuration not stated)	i	i	i	-1.0	i	7.4	i	i	i	i	i
COc1ccc(C2C(C(=O)N3CCCC3)c3cc(OC)c(OC)cc3C(=O)N2C)cc1 (configuration not stated)	i	i	i	-0.3	i	40.5	i	i	i	i	i
C/C(CC(=O)Nc1ccc(Cl)c(C(F)(F)F)c1)=N\NC(=O)c1cccc(O)c1	i	i	i	3.0	i	31.1	i	i	i	i	i
COC(=O)c1ccc(NC2=CC(=O)CC(C)(C)C2)cc1	i	i	i	0.8	i	25.6	i	i	i	i	i
Cc1cc(C)n2nc(CNS(=O)(=O)c3ccc(F)c(C)c3)nc2n1	i	i	i	-0.2	i	27.3	i	i	i	i	i
S=C(NC1CCCC1)N1CCN(c2cccc(Cl)c2)CC1	i	i	i	-0.4	i	6.7	i	i	i	i	i

Next entries follow:
smiles	PolyA inhibitor	TRPC4 act	MrgX1 antag	HIF act	TRPC6 activator	AI-2 QS mod	TRPC4 potent	MrgX1 PAM	TRPC6 inhibitor	MrgX1 agonist	TRPC4 block
Cn1c(Sc2ccc(Br)cc2)c(C=O)c2ccccc21	i	i	i	1.0	i	25.8	i	i	i	i	i
CC1(C)CC(=O)C2=C(C1)OC(=O)CC2c1cccs1 (configuration not stated)	i	i	i	-0.3	i	8.8	i	i	i	i	i
CC1CCc2c(sc(NC(=O)c3cccs3)c2C(=O)O)C1 (configuration not stated)	i	i	i	-24.8	i	31.6	i	i	i	i	i
CSc1ccc(C#N)cc1NC(=O)c1ccccc1C	i	i	i	-0.1	i	7.7	i	i	i	i	i
